Source: PubChem
D2 ag: agonists of human D2 dopamine receptor; HEK293 T-REx D2 cells, calcium flux agonist mode; AID 485358; P14416; activation, % at 2 µM; 0.53% of 340,000 active;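 active = activation over 3 SD above normal in the single-dose calcium agonist read, cut at about 30% in these data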; note: 0% is about no effect
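In this primary screen, compounds producing a positive calcium signal within 180 s of addition to tetracycline-induced, force-coupled HEK293 Trex D2 cells are flagged; cells are dye-loaded with a no-wash calcium kit beforehand.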
mIDH1 inhibitor: inhibitors of human mutant IDH1 R132H | Potency, µM (top dose mostly 76.6 µM), for the others: at the top dose activity change, negative = inhibition, usual class: inhibitors | 0.093% of 390,000 active | IDH1-R132H enzyme, NADPH consumption, diaphorase/resazurin fluorescence | O75874; note: potency is the fitted concentration of half-maximal effect; % is set by controls: 0 for no effect and ±100 for the full control effect; nearly all actives have a fitted effect of over 65% in size
Target sequence (O75874 whole entry R132H, stated change not applied): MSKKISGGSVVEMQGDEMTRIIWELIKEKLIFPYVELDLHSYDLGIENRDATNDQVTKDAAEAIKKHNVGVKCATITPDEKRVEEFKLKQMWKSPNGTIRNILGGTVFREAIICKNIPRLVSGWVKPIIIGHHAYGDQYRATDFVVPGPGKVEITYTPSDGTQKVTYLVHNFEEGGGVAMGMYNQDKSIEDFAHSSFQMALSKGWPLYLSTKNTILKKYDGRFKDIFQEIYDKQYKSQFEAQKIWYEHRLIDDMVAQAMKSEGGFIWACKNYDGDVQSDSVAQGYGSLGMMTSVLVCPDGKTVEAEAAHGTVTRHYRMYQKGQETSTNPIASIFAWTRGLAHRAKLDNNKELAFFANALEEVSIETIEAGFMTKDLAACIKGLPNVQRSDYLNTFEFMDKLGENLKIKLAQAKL
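IDH1-R132H (0.5 ug/mL dispensed) in pH 7.5 Tris buffer was preincubated 30 min with compound, then given a substrate mix of 0.016 mM NADPH and 2 mM alpha-KG for 80 min at room temperature; remaining NADPH was read by diaphorase/resazurin fluorescence.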
TrxR1 inh: rat TrxR1 inhibition. O89049. recombinant rTrxR1, NADPH fluorescence consumption, selenite substrate. Potency, µM (titrated, usually from 114 µM), for inactives: top-dose activity change, negative = inhibition, actives largely listed as inhibitors. 1% of 390,000 active; note: potency is the fitted concentration of half-maximal effect; % is set by controls: 0 for no effect and ±100 for the full control effect; nearly all actives have a fitted effect of over 65% in size
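Rat TrxR1 (90 nM in the dispensed reagent) was pre-reduced with 400 uM NADPH for 5 min at room temperature, then incubated with compound for 15 min. After 400 uM selenite was added, NADPH fluorescence (Ex 340/Em 450 nm) was followed for 8 min.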
TRHR PAM: allosteric enhancers of human TRH receptor; TRHR cells, fluo-8 calcium fluorescence, EC20 TRH enhancement; 0.66% of 360,000 active; enhancement, % at 2 µM; in the data active = enhancement above about 30%; note: 0% is about no effect
Target sequence (P34981 whole entry, looked up): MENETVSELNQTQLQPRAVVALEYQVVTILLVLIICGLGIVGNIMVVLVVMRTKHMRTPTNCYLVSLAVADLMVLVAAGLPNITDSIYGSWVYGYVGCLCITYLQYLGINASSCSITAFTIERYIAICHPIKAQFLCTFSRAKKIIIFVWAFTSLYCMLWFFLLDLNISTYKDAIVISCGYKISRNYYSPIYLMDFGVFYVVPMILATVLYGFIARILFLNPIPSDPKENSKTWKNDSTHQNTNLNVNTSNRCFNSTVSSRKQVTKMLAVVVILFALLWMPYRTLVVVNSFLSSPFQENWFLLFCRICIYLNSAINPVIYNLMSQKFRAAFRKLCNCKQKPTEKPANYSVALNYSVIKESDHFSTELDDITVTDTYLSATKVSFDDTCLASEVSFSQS
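Enhancer read-out: after compound pinning and an initial kinetic agonist-mode read, an EC20 of TRH (10 nM final) was injected and fluo-8 calcium signal (Ex 480/Em 530) followed at 1 s/cycle for 100 cycles in TRHR-expressing cells.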
TrxR1 substrate: rat thioredoxin reductase 1 substrate activity; purified TrxR1 substrate turnover, NADPH consumption readout; Potency, µM (titrated, usually from 114 µM), for inactives: at the highest dose activity change, negative = substrate turnover; 0.01% of 390,000 active; AID 588456; note: potency is the fitted concentration of half-maximal effect; % is set by controls: 0 for no effect and ±100 for the full control effect; nearly all actives have a fitted effect of over 50% in size
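Rat TrxR1, dispensed at 90 nM, was prereduced with 400 uM NADPH (final) for 5 min at ~22 deg C, then incubated with compound 15 min before 400 uM selenite. A first-read NADPH fluorescence drop versus no-compound background flagged substrates.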
D2 antagonist: D2 dopamine receptor (human) antagonism; AID 485344; 2% of 340,000 active; inhibition, % at 10 µM; P14416; HEK293 TREx D2 cells, calcium flux, dopamine EC80; in the data active = inhibition above about 30%; note: 0% is about no effect
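Measurement of antagonist activity uses fluorescent calcium dye in inducible HEK293 T-REx D2 cells: 10 s baseline, compound addition with 180 s read, EC80 dopamine addition with a further 180 s read.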
USP1-UAF1 inh: USP1/UAF1 (human) deubiquitinase inhibition; O94782; 0.23% of 390,000 active; recombinant USP1/UAF1, Ub-Rhodamine cleavage fluorescence; Potency, µM (doses to about 57.1 µM), for inactives: at the top dose activity change, negative = inhibition, usual class: inhibitors; note: potency is the fitted concentration of half-maximal effect; % is set by controls: 0 for no effect and ±100 for the full control effect; nearly all actives have a fitted effect of over 60% in size; inactives centre near -12
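In this screen, compounds sit with the deubiquitinase complex (1nM) for 15 min at room temperature before Ub-Rho is added at 150nM final. Fluorescence rise is then followed for 6 reads every 60 seconds.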
Pin1 inh: blocks the human prolyl isomerase Pin1 | Q13526 | Pin1 FP peptide displacement, HiFluor488, 10 min | Potency, µM (doses to about 115 µM), for the others: at the top dose activity, negative = inhibition, most hits filed as inhibitors | 0.009% of 390,000 active; active = well fitted inhibition curve with a large enough effect in the polarisation, with a control signal flat, not every such curve was filed as active; inconclusive = small, poorly fitted or top-dose-only effect, or effect the other way, or a change in a side signal; inactive = no such curve, though single readings can be large or run the other way; the % refers to the polarisation; note: potency is the fitted concentration of half-maximal effect; % is set by controls: 0 for no effect and ±100 for the full control effect
Target sequence (Q13526 whole entry, looked up): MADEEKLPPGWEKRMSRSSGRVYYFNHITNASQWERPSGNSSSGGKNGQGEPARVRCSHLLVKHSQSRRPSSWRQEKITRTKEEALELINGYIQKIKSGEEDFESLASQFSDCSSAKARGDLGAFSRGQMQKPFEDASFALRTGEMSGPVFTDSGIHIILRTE
TRHR ag: agonists of human TRH receptor; P34981; TRHR cells, calcium flux fluo-8, FDSS agonist mode; activation, % at 2 µM; 0.18% of 360,000 active; AID 493084; in the data active = activation above about 30%; note: 0% is about no effect
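Read-out: compound-evoked intracellular calcium rise in TRHR cells, fluo-8 dye, kinetic FDSS fluorescence at 1 s/cycle following a 10-cycle baseline. Cells cultured overnight before dye loading (30 min–1.5 h, RT).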
* marks the source's active call; other numbers are inactive results; ? = inconclusive; nt = not tested or not shown; [ ] = another dose, or the depositor's remark. Unless noted, calls come from the whole dose curve; as a rule, active = well fitted inhibition curve with a large enough effect; inconclusive = small, poorly fitted or top-dose-only effect; inactive = no such curve, though single readings can be large or run the other way.

no.	canonical_smiles	D2 ag	mIDH1 inhibitor	TrxR1 inh	TRHR PAM	TrxR1 substrate	D2 antagonist	USP1-UAF1 inh	Pin1 inh	TRHR ag
1	COc1cc(Nc2nc3ccccc3n3nnnc23)cc(OC)c1OC	-0.1	0.5%	0.1%	9.2	0.9%	7.9	-24.0%	?	-0.6
2	CC(C)Sc1nc2ccc(N3C(=O)C4CCCCC4C3=O)cc2s1 (configuration not stated)	-1.2	3.8%	-5.3%[57.1 µM]	-1.9	-6.1%	8.2	1.6%	3.9%	-0.7
3	NC(=O)c1ccccc1NC(=O)Nc1ccccc1Cl	1.3	-8.2%	4.0%[57.1 µM]	19.2	9.9%[57.1 µM]	-2.1	-1.7%	-1.1%	1.1
4	Cc1ccc(-c2nn3c(=O)cc(CN4CCN(C(=O)Nc5cccc(C(F)(F)F)c5)CC4)nc3s2)cc1	-1.0	0.8%	24.7%[57.1 µM]	13.0	7.1%[57.1 µM]	nt	-22.4%	-5.2%	-0.4
5	NS(=O)(=O)c1ccc(CNC(=S)Nc2ccc(F)c(Cl)c2)cc1	0.4	-1.2%	-10.1%[57.1 µM]	0.6	0.9%[57.1 µM]	-1.5	-24.6%	-8.6%	0.4
6	CCC(Nc1ccc(-c2nc(-c3cccnc3)no2)cc1[N+](=O)[O-])c1ccccc1 (configuration not stated)	1.0	13.4%	15.3%	-0.8	-3.0%	nt	-18.9%	-7.3%	0.6
7	Cc1c(C(=O)Nc2cccc(Cl)c2)oc2ccc(S(=O)(=O)N3CCC4(CC3)OCCO4)cc12	-0.7	7.4%	14.1%	-0.6	14.6%	-6.6	-6.6%	8.2%	-0.4
8	COc1ccc(C(=O)N2CCN(Cc3ccccn3)CC2)cc1	0.4	1.2%	12.9%	2.4	4.5%	13.8	-23.9%	-0.2%	0.8
9	O=C(O)/C=C/c1cccc(NC(=O)c2ccc(Cl)cc2)c1	-0.9	3.5%	14.2%[57.1 µM]	8.3	7.0%[57.1 µM]	-3.4	4.0%	1.8%	-0.8
10	O=C(O)C1=C[C@@H](C2CCCCC2)C[C@@H](OCCCCO)O1	-0.2	10.6%	-4.4%[57.1 µM]	22.7	-9.5%[57.1 µM]	17.4	-6.9%	1.1%	0.3
11	O=C(Nc1cccc(-c2nc3ccccc3s2)c1)c1cccs1	-0.4	10.7%	38.7%[activator][57.1 µM]	-0.8	7.8%[57.1 µM]	-10.9	-13.2%	11.7%	0.8
12	O=C(CN(C(=O)c1csnn1)c1cccc(Cl)c1)NC1CCCCC1	0.5	1.1%	21.3%[57.1 µM]	5.0	-5.3%	-17.3	-3.3%	1.4%	-0.5
13	COc1ccc(Nc2ccc([N+](=O)[O-])cn2)cc1	-4.4	8.4%	-10.8%[57.1 µM]	-5.2	-3.3%[57.1 µM]	8.5	-1.5%	4.5%	-1.3
14	NS(=O)(=O)c1ccc(NC(=S)NCc2ccccc2Cl)cc1	-0.5	5.9%	?	2.6	-12.5%	-18.5	1.6%	2.7%	0.3
15	Cc1ccccc1OCc1nnc(SCC(=O)NC2CCCCC2)o1	-0.7	-2.1%	-3.5%	-5.1	-7.7%	4.2	-26.1%	-8.7%	-0.6
16	S=C(NC1CCCCC1)N(CCc1nc2ccccc2[nH]1)C1CCCC1	0.0	7.3%	9.1%[57.1 µM]	-11.8	17.6%[57.1 µM]	-4.5	-11.2%	5.5%	0.1
17	COCCCN1C(=O)C(=O)/C(=C(/O)c2ccc(S(=O)(=O)N3CCCCC3)cc2)C1c1ccc(O)cc1 (configuration not stated)	-0.9	0.0%	-5.8%	4.1	-5.7%	6.6	-20.8%	0.7%	-0.3
18	CC1(C)Cc2c(cnn2-c2ccccc2)C(NC(=O)CCc2ccc(=O)[nH]n2)C1 (configuration not stated)	1.0	0.1%	4.8%	2.6	2.8%	0.9	-0.6%	-8.2%	0.4
19	CCc1ccccc1NC(=S)N1CCN(c2ccccn2)CC1	32.8*	8.7%	-12.1%	7.5	5.5%	0.9	-24.2%	-3.4%	-0.3
20	CCc1ccccc1NC(=O)CSc1nc(C)c(C(=O)Nc2ccccc2)c(-c2ccc(Cl)cc2)c1C#N	-0.3	-16.4%	17.1%	-0.3	6.3%	nt	?	?	0.1
21	C/C(=C\C(=O)c1ccccc1)NCc1ccc(F)cc1	-1.9	-1.9%	-6.8%[57.1 µM]	1.8	-1.6%[57.1 µM]	-7.7	-5.3%	2.5%	-0.7
22	CC(C)S(=O)(=O)C1=NSC2=NC(=O)/C(=C\c3ccc(-c4cccc(C(=O)O)c4)o3)C(=N)N21	1.7	13.6%	?	-4.0	?	12.1	?	?	5.0
23	CCN(Cc1ccccc1)S(=O)(=O)c1ccc(OC)c2ncccc12	-0.8	-9.8%	30.7%	-2.5	1.3%	8.7	-10.6%	-0.7%	-0.7
24	Cc1nc2ccc(NS(=O)(=O)c3ccc4c(c3)OCCO4)cc2s1	-0.2	1.6%	2.3%	-3.0	0.4%	-18.9	-15.2%	?	0.9
25	N#Cc1ccc(NC(=S)NC(=O)C2CCCCC2)cc1	nt	2.6%	?	nt	-14.9%	nt	-6.9%	-2.9%	nt
26	CCCCNC(=O)Nc1nc2ccc(CC)cc2s1	-1.8	11.1%	24.8%[57.1 µM]	-5.1	7.2%[57.1 µM]	-6.1	-1.1%	-4.1%	0.2
27	Cc1cc(C)n2nc(C(=O)OCC(=O)NNC(=O)c3ccc(Cl)cc3)nc2n1	-0.1	11.7%	9.9%	-0.4	2.2%	12.6	-8.7%	-14.2%	0.4
28	CC(=O)Nc1ccc(S(=O)(=O)NC(C)C(=O)NCC(c2ccco2)N(C)C)cc1 (configuration not stated)	-0.4	2.0%	-2.6%	5.0	1.4%	13.3	-11.5%	-10.3%	0.0
29	Cc1ccc(S(=O)(=O)Nc2cc3c(cc2NCc2ccccc2)n(C)c(=O)n3C)c(C)c1	2.3	32.3%[activator]	-5.1%	0.0	32.0%[activator]	nt	-26.6%	-1.3%	-0.9
30	CCCNC(=O)Cn1nc(C(F)(F)F)c2c1CCC2	0.7	-14.4%	-2.9%	-19.1	-1.3%	-10.5	-13.6%	0.2%	0.1
31	CC(=O)Oc1cccc(NC(=O)c2ccc3c(c2)C(=O)N(CC(C)C)C3=O)c1	0.7	0.0%	15.6%	-3.8	3.5%	16.2	-15.2%	1.0%	0.6
32	S=c1[nH]cc(-c2ccccc2)n1-c1cccc(Cl)c1	-0.3	0.7%	-17.0%	14.4	1.0%	-13.2	-6.2%	-0.7%	-1.9
33	N#Cc1ccc(OCC(=O)N2CCN(c3ccc(C(F)(F)F)cn3)CC2)cc1	0.1	6.5%	27.7%	8.0	14.5%	0.4	-14.9%	4.3%	-0.7
34	Cc1cccc(C)c1NC(=O)c1cc(S(=O)(=O)N2CCOCC2)ccc1F	0.6	11.8%	7.4%	0.8	3.2%	-17.1	-2.8%	5.3%	0.1
35	COc1ccc(OC)c(NC(=S)NCc2cccs2)c1	-0.6	-0.3%	-19.5%	-2.0	-11.3%	4.2	-3.9%	-11.5%	-0.3
36	CSc1sc(C(=O)OC(C)C)c2c1C(=O)CC(C)(C)C2	-1.6	3.7%	19.1%	2.0	6.9%	4.4	-22.5%	62.9%[activator]	-0.2
37	Cc1nc2ccc(-c3nc4ccccc4o3)cc2[nH]1	0.6	3.6%	28.6%[57.1 µM]	6.4	44.3%[activator][57.1 µM]	-9.9	-4.3%	8.9%	0.5
38	COC(=O)[C@H](C)NC(=O)Nc1ccccc1C(F)(F)F	-0.4	3.2%	16.9%	-5.6	7.4%	-1.7	-7.2%	-8.0%	0.0
39	COCc1c(C(=O)OCC(=O)NCCN2C(=O)CSC2=O)oc2ccccc12	3.0	2.6%	-10.2%	-1.8	0.2%	-3.1	6.2%	7.2%	1.1
40	COc1ccc(S(=O)(=O)N2CCOCC2)cc1NC(=O)CC1CCCC1	0.6	-0.3%	9.2%	16.5	-4.4%	-7.6	-6.0%	-7.6%	-0.1
41	COc1ccc(-n2nnnc2SCC(=O)c2ccc3c(c2)OCCO3)cc1	0.0	1.7%	2.7%	2.2	-4.4%	-3.8	-14.1%	56.2%[activator]	-0.6
42	CC(O)[C@H]1CN=C(N)N1CC1CCCCC1 (some centres not stated)	nt	-6.8%	-3.5%	nt	-4.4%	nt	2.0%	-0.8%	nt
43	COCCNC(=O)c1ccccc1NC(=O)c1cccc([N+](=O)[O-])c1C	4.1	1.4%	15.8%	-3.9	-1.5%	-11.1	-14.4%	-7.7%	-2.3
44	Cc1c(C)n(Cc2ccccc2)c2ccc(C(=O)N3CCN(c4ccc(F)cc4)CC3)cc12	0.3	-7.2%	24.4%[57.1 µM]	-0.2	4.6%[57.1 µM]	nt	-28.3%	?	0.3
45	CCCC(NC(=O)Cc1c(C)c2c(cc(C)c3c(C)coc32)oc1=O)C(=O)O (configuration not stated)	0.7	0.9%	9.0%	-7.0	102.5%[activator]	-18.3	-6.0%	5.1%	-0.1
46	COc1ccc(CCN2CC(C#N)=C3c4cc(OC)c(OC)cc4CCN3C2)cc1OC	-0.4	6.1%	-47.9%	4.7	9.1%[57.1 µM]	0.1	-25.2%	5.1%	-0.4

Not all compounds are listed (hit frequency here may not be typical).
